TbPYK inhibitor = qHTS of Trypanosoma Brucei Inhibitors. pyruvate kinase (Trypanosoma brucei), Q57TT1. Potency, µM (top dose mostly 76.8 µM), for the others: top-dose activity, negative = inhibition, actives largely listed as inhibitors. 410,000 compounds, 0.12% hits. TbPYK enzyme, Kinase-Glo Plus ATP luminescence, 45 min; note: nearly all actives have a fitted effect of over 50% in size
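Screened from lowest to highest concentration, compounds were pinned into TbPYK/substrate mixtures, and ADP (130 uM final) was added. Plates sat at room temperature for 45 min prior to Kinase-Glo Plus detection by luminescence.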
Sm TGR block = qHTS Assay for the Inhibitors of Schistosoma Mansoni Peroxiredoxins. 360,000 compounds, 3% hits. Potency, µM (titrated, usually from 114 µM), for the others: at the highest dose activity change, negative = inhibition, hits mostly inhibitors. purified TGR, DTNB reduction, TNB absorbance 405 nm; note: nearly all actives have a fitted effect of over 60% in size
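Kinetic colorimetric format: TGR-catalysed, NADPH-driven DTNB reduction monitored via TNB absorbance. Enzyme dispensed at 20 nM; compound exposure 15 min at room temperature before reaction start.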
LmPK inhibitor = qHTS Assay for Inhibitors of Leishmania Mexicana Pyruvate Kinase (LmPK). purified LmPK, Kinase-Glo ATP luminescence, 1 h. Potency, µM (series often up to 57.5 µM), without a hit: at the highest dose activity change, negative = inhibition, hits mostly inhibitors. 290,000 compounds, 0.37% hits. AID 1721, 2009. Q27686
Target sequence (Q27686 whole entry, looked up): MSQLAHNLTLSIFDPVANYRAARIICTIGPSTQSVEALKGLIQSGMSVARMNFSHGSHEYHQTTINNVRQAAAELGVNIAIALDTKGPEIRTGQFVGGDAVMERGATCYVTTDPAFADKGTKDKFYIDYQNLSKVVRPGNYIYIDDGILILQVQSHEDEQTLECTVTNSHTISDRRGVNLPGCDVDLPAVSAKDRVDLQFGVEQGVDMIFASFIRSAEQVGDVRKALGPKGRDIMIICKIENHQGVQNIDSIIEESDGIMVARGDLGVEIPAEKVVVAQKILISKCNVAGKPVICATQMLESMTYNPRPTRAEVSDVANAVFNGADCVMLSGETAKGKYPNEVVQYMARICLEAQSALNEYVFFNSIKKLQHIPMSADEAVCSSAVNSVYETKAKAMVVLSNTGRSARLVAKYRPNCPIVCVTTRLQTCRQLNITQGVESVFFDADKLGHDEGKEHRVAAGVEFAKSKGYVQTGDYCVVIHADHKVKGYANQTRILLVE
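qHTS format; LmPK 0.1 nM; substrates PEP 0.5 mM and ADP 0.1 mM. One-hour room-temperature incubation, then coupled luciferase luminescence; 0.5 nM enzyme wells mark activation.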
HCV inh = qHTS Assay for Inhibitors of Hepatitis C Virus (HCV); Huh7.5.1 HCVcc-Cre infection, luciferase reporter, 44 h; Potency, µM (series often up to 41.8 µM), for the others: at the highest dose activity change, negative = inhibition, actives largely listed as inhibitors; 340,000 compounds, 3.4% hits; AID 651820, 2012
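Compounds are dispensed onto cells plated 4 h earlier at 1,000 per well, with HCVcc-Cre virus (about 0.5 moi) added next. Following 44 h of culture, luminescent signal is measured for 15 sec after 15 min with substrate at room temperature.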
Pf growth 48h = Primary qHTS for delayed death inhibitors of the malarial parasite plastid, 48 hour incubation | P. falciparum luciferase growth in erythrocytes, 48 h | AID 504832, 2011 | Potency, µM (top dose mostly 28.7 µM), inactives show at the highest dose activity change, negative = inhibition, usual class: inhibitors | 310,000 compounds, 5.9% hits
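Here the parasites carry a stable luciferase gene and grow inside erythrocytes in Albumax-based RPMI medium with compound for one erythrocytic cycle. Activity is scored as loss of luminescent signal.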
Pf growth 96h = Primary qHTS for delayed death inhibitors of the malarial parasite plastid, 96 hour incubation | Potency, µM (doses to about 28.7 µM), for inactives: top-dose activity change, negative = inhibition, actives largely listed as inhibitors | 320,000 compounds, 6.9% hits | P. falciparum luciferase reporter growth, 96 h
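Two-generation exposure (96 h) targets delayed-death phenotype. Reporter parasites carrying integrated firefly luciferase, in red cells at 2% hematocrit and 0.05% parasitemia final, kept at 37 C, 5% CO2; luminescence loss indicates inhibition.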
* = called active by the depositor; i = inactive; ? = inconclusive; . = no result given; [ ] = another dose, or the depositor's remark. Calls come from the whole dose curve; as a rule, active = well fitted curve in the direction sought with a large enough effect; inconclusive = small, poorly fitted or top-dose-only effect, or another doubt; inactive = no such curve, though single readings can be large; an effect the other way counts as inactive or inconclusive. % is set by controls: 0 for no effect and ±100 for the full control effect; potency is the fitted concentration of half-maximal effect. This is a random part of the collection; 16% or so of the library scored in one or more.

Molecule | HCV inh | Pf growth 96h | Sm TGR block | TbPYK inhibitor | Pf growth 48h | LmPK inhibitor
CCOc1ccc(S(=O)(=O)NCCC(=O)NCC(C)(C)N2CCOCC2)cc1 | 13% | 21% | 0% | 1% | ? | .
O=C(O)CNC(=S)N(Cc1ccccc1)Cc1cccnc1 | 25% | 9% | 1% | 1% | 7% | -1%
CCOc1ccc(C(=O)Nc2ccc3c(c2)OCO3)cc1OCC | 5.6µM* | . | -14% | -4% | -4% | -5%
Cc1cc(NC(=S)NC(=O)c2ccccc2)ccc1-c1cc2ccccc2oc1=O | ? | -7% | 0% | -2% | -21% | -2%
CCn1c(SCC(=O)N(C)c2ccccc2)nc2c([nH]c3ccccc32)c1=O | -16% | ? | 6% | 0% | ? | -4%
CCCCCc1c2c(cc(O)c1C(=O)O)OC(=O)c1c(cc(OC)cc1C(=O)CCCC)O2 | 8% | 30%[activator] | 40µM* | -9% | 0% | 3%
COc1nc(N(C)C)nc(N(C#N)CCOC(C)=O)n1 | 5% | -8% | 2%[57.1 µM] | 7% | -8% | -1%
CC(C)(C)c1ccc(C(=O)n2cnc3ccccc32)cc1 | 13% | ? | -1% | 3% | 16% | -6%
O=C(COc1ccc(Cl)cc1)N1CCN(C(=O)c2cccs2)CC1 | 0% | -67% | 4% | 5% | -13% | 1%
CCOc1ccccc1NC(=O)CCc1ccc(C)o1 | ? | . | -31% | -5% | -2% | 0%
Cn1c(=O)c2c(nc(NCc3ccccc3)n2CCCc2ccccc2)n(C)c1=O | ? | . | -5% | 1% | ? | 5%
CCc1c(C)nc(SCC(=O)N2CCCCC2CC)[nH]c1=O (centres undefined) | -7% | -3% | -5% | -26% | 2.1µM* | -5%

Entries above containing an aryl thioether with sulfur outside any ring, in the order listed:
Molecule | HCV inh | Pf growth 96h | Sm TGR block | TbPYK inhibitor | Pf growth 48h | LmPK inhibitor
CCn1c(SCC(=O)N(C)c2ccccc2)nc2c([nH]c3ccccc32)c1=O | -16% | ? | 6% | 0% | ? | -4%
CCc1c(C)nc(SCC(=O)N2CCCCC2CC)[nH]c1=O (centres undefined) | -7% | -3% | -5% | -26% | 2.1µM* | -5%

Next section.
Molecule | HCV inh | Pf growth 96h | Sm TGR block | TbPYK inhibitor | Pf growth 48h | LmPK inhibitor
CN(C)CCn1c(C(=O)O)cc2ccccc21 | 19% | ? | 2% | 7% | -2% | 1%
CC(=O)Oc1ccc2ccccc2c1C(NC(=O)Cc1ccccc1)c1ccccc1Cl (centres undefined) | ? | 27% | 3% | 2% | 2.6µM* | -1%
Cc1ccc(S(=O)(=O)N2CCC(C(=O)N[C@H](C(=O)NC3CCS(=O)(=O)C3)C(C)C)CC2)cc1 (some centres undefined) | 12% | 6% | -4% | 1% | 6% | -1%
Cc1ccc(S(=O)(=O)N2CCOCC2)cc1C(=O)OCC(=O)N(Cc1ccccc1)C(C)C | ? | ? | 0% | 2% | 15µM* | .
C=CCNC(=O)CN(c1ccc(OC)cc1OC)S(C)(=O)=O | 7% | . | 3% | -13% | -2% | 4%
COc1ccc(CNCCNC(=O)c2ccco2)c(OC)c1OC | -8% | 3% | -6% | 13% | 4% | -11%
CCN1C(=O)[C@H]2[C@@H](c3ccc(C)cc3)N3C(=O)N(c4ccc(OC)cc4)C(=O)[C@@]3(C)[C@H]2C1=O | 13% | ? | 6% | -1% | ? | 6%
Cc1ccsc1/C=C(\C#N)C(=O)NCc1ccco1 | 36%[activator] | -5% | -6% | 17% | 3% | 0%
O=C(c1ccc(Cl)c(S(=O)(=O)N2CCCCC2)c1)N1CCN(Cc2ccccc2)CC1 | ? | ? | -5% | 1% | 18% | -5%
CCc1cccc(C)c1NC(=O)Cc1ccsc1 | 14% | 12% | 0% | 2% | 4% | -8%
COc1ccc(OC)c(S(=O)(=O)N2CCc3ccccc32)c1 | 2% | -6% | 6% | -4% | ? | 5%
CCN(CC)S(=O)(=O)c1ccc(Cl)c(C(=O)OCC(=O)c2c(N)n(C)c(=O)n(C)c2=O)c1 | ? | -49% | -24% | -8% | ? | 2%
C=CCOC(=O)C1=C(C)Nc2nnnn2C1c1ccc(OC)cc1OC (centres undefined) | 3% | -17% | -6% | -5% | . | 14%
Cc1nc2cc(-c3ccccc3)nn2c(N)c1-c1ccccc1 | -11% | 399%[activator] | -2% | -9% | 171%[activator] | .
COCc1cc(CN2CCCC(C(=O)c3cccc(C(F)(F)F)c3)C2)ccc1OC (centres undefined) | -20% | 94%[activator] | 7% | -8% | ? | 1%
Cc1ccc(-c2cc(N)n(Cc3ccc(Cl)cc3)n2)cc1 | 10µM* | ? | 0% | -15% | 53%[activator] | 1%
Cc1[nH]c(C)c(S(=O)(=O)N2CCN(c3cccc(Cl)c3)CC2)c1C(=O)N1CCCC1 | 1% | 6% | -2% | 23% | 9% | -1%
Nc1ccc2nc(C3CCCCC3)[nH]c2c1 | 3% | 23% | 0% | -4% | 44%[activator] | -1%
CCC(=O)c1ccc(/C=C/c2nc3ccccc3n2C)o1 | 9% | ? | ? | -14% | i | -24%
C/C(CC(=O)Nc1cccc(Br)c1)=N\NC(=O)c1ccc(O)cc1O | -7% | -17% | -20% | -4% | 12% | 0%
O=C(NCCCc1ccccc1)[C@@H]1Cc2ccccc2CN1 | 7% | 10% | 0% | -16% | 7% | 4%
CN1C2CCC1/C(=C\c1ccc(F)cc1)C(=O)/C2=C/c1ccc(F)cc1 | ? | -3% | -11% | -9% | 0.83µM* | 2%
Cc1ccc(Sc2ccc(NC(=O)c3ccc(S(C)(=O)=O)cc3Cl)cc2)cc1 | -13% | 1% | -1% | 2% | 8% | 0%
NS(=O)(=O)c1cccc(NC(=O)COc2ccc([N+](=O)[O-])cc2)c1 | 4% | 119%[activator] | -5% | -8% | 9.3µM* | -4%

Looked up by compound from the entries so far (3):
Molecule | HCV inh | Pf growth 96h | Sm TGR block | TbPYK inhibitor | Pf growth 48h | LmPK inhibitor
Nc1ccc2nc(C3CCCCC3)[nH]c2c1 | 3% | 23% | 0% | -4% | 44%[activator] | -1%
O=C(NCCCc1ccccc1)[C@@H]1Cc2ccccc2CN1 | 7% | 10% | 0% | -16% | 7% | 4%
Cc1ccc(Sc2ccc(NC(=O)c3ccc(S(C)(=O)=O)cc3Cl)cc2)cc1 | -13% | 1% | -1% | 2% | 8% | 0%

(listing goes on)
Molecule | HCV inh | Pf growth 96h | Sm TGR block | TbPYK inhibitor | Pf growth 48h | LmPK inhibitor
c1ccc(CSc2ncn(-c3ccccc3)n2)cc1 | 1% | -24% | 4% | 1% | 205%[activator] | -4%
Cc1sc2ncn(CC(=O)Nc3ccccc3F)c(=O)c2c1-c1ccccc1 | ? | 1% | 1% | -3% | 25% | 7%
C/C(=N\Nc1ccc(S(N)(=O)=O)cc1[N+](=O)[O-])c1cccs1 | 16% | 8% | 5% | 1% | -14% | -3%
CCc1ccc(-c2nnn(Cc3nc4ccccc4s3)n2)cc1 | -10% | 18% | -3% | 3% | 33%[activator] | 2%
Cc1cc(C)c(/C=C(\C#N)C(N)=S)c(C)c1 | -5% | ? | -4% | -1% | ? | -1%
O=C(CCNC(=O)c1ccc([N+](=O)[O-])cc1)Nc1nccs1 | -1% | 4% | . | 4% | 6% | 1%
COCCn1c(N)c(N(Cc2ccccc2)C(=O)Cc2c(Cl)cccc2Cl)c(=O)[nH]c1=O | -5% | 9% | 5% | -2% | 20% | -5%
C/C(=N\N=C1\NC(=O)C(CC(=O)Nc2ccccc2F)S1)C1CCCCC1 (centres undefined) | 6% | 46%[activator] | 0% | -3% | ? | 3%
COC(=O)c1[nH]c2cc(OC)ccc2c1NC(=O)CN1CCC(C(N)=O)CC1 | 28% | -12% | 0% | 1% | 6% | -4%
COc1ccc(C(=O)NCCNc2ccc([N+](=O)[O-])cn2)cc1 | 8% | -1% | -19% | -12% | 7% | 0%
CCc1nn(C)c2c(=O)c(=O)c2n(C)[nH]1 | 0% | 0% | 13% | 3% | 11% | 2%
Cc1cc(C(=O)O)ccc1-c1ccc(/C=C2\NC(=O)N(Cc3ccccc3Cl)C2=O)o1 | 7% | 12% | 50µM* | -27% | 36%[activator] | -5%
O=C(Nc1nncs1)c1cccc(S(=O)(=O)N2CCc3ccccc32)c1 | 1% | 18% | 2% | -25% | 10% | 2%
O=C1CCCc2nc(N3CCN(C(c4ccccc4)c4ccccc4)CC3)ncc21 | -22% | ? | ? | -1% | ? | 5%
c1ccc(COc2ccccc2CNC2CCCC2)cc1 | ? | 5.2µM* | 3% | 2% | ? | -1%
CCC(Sc1ncnc2c1nnn2-c1ccc(F)cc1)C(=O)OC (centres undefined) | -8% | . | 3% | -7% | 36%[activator] | -10%
CCOc1ccccc1OCCCC(=O)Nc1cccc(-n2cnnn2)c1C | ? | -26% | 4% | -9% | -16% | .
Cc1n[nH]c(C)c1S(=O)(=O)N1CCCC(C(=O)N2CCN(c3ccc(Cl)cc3)CC2)C1 (centres undefined) | ? | 1% | 8% | 1% | 6.6µM* | 5%
CN(C)P(=NC(=S)c1cccn1C)(N(C)C)N(C)C | -9% | 14% | 5% | -13% | -27% | -5%
CC(=O)CSc1ncnc2sc3c(c12)CCCC3 | 10µM* | 34%[activator] | -13%[57.1 µM] | 0% | 18% | -5%
Cc1ccc(-c2cc(C(=O)Nc3ccc(S(=O)(=O)Nc4nc(C)cc(C)n4)cc3)c3ccccc3n2)cc1 | 16% | ? | -5% | 4% | ? | -2%
CCc1ccc(OCCCC(=O)Nc2ccc(N3CCCCC3)cc2)cc1 | 7% | 0% | -24% | -9% | 16% | -1%
COc1cc(C(=O)NCCCCc2ccccc2)cc(OC)c1OC | 8% | ? | -12% | -4% | -26% | 0%
COc1cccc(C(=O)Oc2cccc(N3C(=O)C4C5CC(C(Br)C5Br)C4C3=O)c2)c1 (centres undefined) | 2% | ? | 2% | . | 3% | 6%
CC(C)(C)N1CC(c2nc3ccccc3n2CCOc2ccccc2)CC1=O (centres undefined) | 5% | 5.9µM* | 3% | -5% | . | 0%
COc1ccc2c(c1)-c1nc(/N=C/c3cccc(OC)c3O)sc1CC2 | ? | 21% | 5% | -5% | 50%[activator] | ?
COc1cc(CC(=O)Nc2nc(-c3ccc(F)c(F)c3)cs2)cc(OC)c1OC | 10µM* | ? | -1% | -3% | -25% | 4%
O=C(NCCCn1ccnc1)c1cccc(S(=O)(=O)Nc2ccc(Br)cc2)c1 | -5% | ? | 0% | -3% | ? | .
CC(=O)NC(CC(=O)NCc1ccncc1)c1ccccc1 (centres undefined) | 14% | -66% | -25% | -6% | 14% | 0%
COCC(C)NC(=O)c1cc(-c2ccc(OC)c(OC)c2)on1 (centres undefined) | ? | ? | 4% | 0% | 19% | -7%
O=S(=O)(Nc1nccs1)c1ccc(F)cc1 | 12% | ? | -24% | 4% | 16% | 1%
Fc1ccc(CSc2nc3ncccc3[nH]2)cc1 | -4% | . | 4% | -7% | ? | -21%
COCCN1C(=O)C(=O)/C(=C(/O)c2cccc(OC)c2)C1c1ccncc1 (centres undefined) | 21% | 21% | -14% | 3% | 11% | -1%
Cc1cc(C)c2c(CCl)cc(=O)oc2c1 | 4% | 0% | 10µM* | -1% | 5% | -3%
O=S(=O)(c1ccc(F)cc1F)N1CCCN(c2ccc(C(F)(F)F)cn2)CC1 | -13% | -46% | 16% | 0% | ? | 1%
Cc1ccc(C)c(NC(=S)Nc2ccc(S(=O)(=O)Nc3ncccn3)cc2)c1 | 8% | 32% | -22% | 0% | 27% | -4%
CC(=O)Nc1ccc(SCC(=O)Nc2ccccc2-c2ccccc2)cc1 | -25% | -23% | -8% | 3% | -25% | 5%
COC(=O)c1[nH]c2ccc(Br)cc2c1NC(=O)CN1CCN(C2CCCCC2)CC1 | 11µM* | 2.6µM* | -19% | -8% | ? | 8%

High-throughput results: PubChem, National Center for Advancing Translational Sciences (NCATS)
